DTT redox prof – compounds producing H2O2 with reducing agent – biochemical, NIH compound library profiling, artefact control for MLSCN library redox annotation, primary screen. DTT-dependent redox cycling H2O2, phenol red/HRP absorbance; 100% = 100 µM peroxide control, 0% = buffer. activation, % at 10 µM. hit rate 0.03% among 200,000. AID 878;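 active = activation of at least 50% relative to the plate's high and low controls in the primary single-dose screen; inactive = activation below 50%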;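 note: compound incubated with DTT at 0.8 mM final as the reducing agent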
TNAP inh no acc – blocks human TNAP activity with no phosphate acceptor present; P05186; purified TNAP, CDP-star luminescence, 30 min; inhibition, % at 20 µM; hit rate 0.26% among 200,000; AID 1012;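 active = tissue-nonspecific alkaline phosphatase inhibition above about 50% at 20 µM in the single-dose screen, limit read from the data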;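 note: 0% = DMSO negative control and 100% = EDTA positive control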
Target sequence (P05186 whole entry, looked up): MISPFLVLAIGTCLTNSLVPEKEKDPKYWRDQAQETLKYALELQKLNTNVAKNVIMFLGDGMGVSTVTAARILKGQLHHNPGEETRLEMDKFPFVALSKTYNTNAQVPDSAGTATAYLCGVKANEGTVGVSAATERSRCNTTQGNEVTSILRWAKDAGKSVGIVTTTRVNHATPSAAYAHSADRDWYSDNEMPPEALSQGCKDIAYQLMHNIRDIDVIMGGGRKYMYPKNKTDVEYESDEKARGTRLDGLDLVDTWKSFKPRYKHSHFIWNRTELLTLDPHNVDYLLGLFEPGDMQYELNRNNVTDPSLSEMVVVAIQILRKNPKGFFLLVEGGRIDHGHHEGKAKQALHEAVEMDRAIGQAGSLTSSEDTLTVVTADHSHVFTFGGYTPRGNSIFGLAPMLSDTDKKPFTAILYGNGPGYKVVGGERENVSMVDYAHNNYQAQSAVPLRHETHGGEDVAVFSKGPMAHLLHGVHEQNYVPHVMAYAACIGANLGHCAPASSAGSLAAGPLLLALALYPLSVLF
TNAP inh hi DEA – inhibitors of human TNAP at high phosphate acceptor concentration; hit rate 0.03% among 200,000; AID 1135; P05186; inhibition, % at 20 µM; purified TNAP, CDP-star luminescence, 1 M DEA;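 active = over 50% inhibition of tissue-nonspecific alkaline phosphatase at 20 µM in the single-dose screen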;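 note: plate controls were DMSO wells for no effect and EDTA-quenched wells as full inhibition for full effect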
RAM inhibit – yeast RAM network inhibition. inhibition, % at 50 µM. AID 868. hit rate 1.8% among 190,000. S. cerevisiae dse1pr::URA3 reporter, 5-FOA growth OD615, 2 d; analog-sensitive cbk1-as2 kinase mutant strain;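 active = inhibition above a set limit, 3 SD over mean compound inhibition, cut at about 8.4% in these data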;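 note: 0% = DMSO-only wells with no growth and 100% = 10 µM 1-NA-PP1 full growth; inhibition rescues growth on 5-FOA so higher OD means more RAM inhibition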
PMI act hi M6P – increases human PMI activity with near-saturating mannose 6-phosphate. hit rate 0.34% among 190,000. activation factor at 20 µM. coupled PMI enzyme assay, resazurin fluorescence, 20 min; active compounds read high; 1 = untreated enzyme, 0 = substrate-free blank. P34949;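 active = activation factor of 2 or more at 20 µM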
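test system = human PMI in coupled enzyme assay | medium = HEPES-buffered pH 7.4 with magnesium and detergent | also added = 1.0 mM mannose-6-phosphate substrate with 0.22 mM NADP+ | compound = 20 µM single dose | times = 20 min incubation at room temperature | measured by = resorufin fluorescence (Ex 544/Em 590 nm) from resazurin via diaphorase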
HMGR II inh – blocks class II HMG-CoA reductase of Enterococcus faecalis; purified E. faecalis HMGR, NADPH absorbance 340 nm kinetic; inhibition, % at 10 µM; hit rate 0.41% among 190,000; AID 1066;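 active = inhibition above a set limit, the median over all tested compounds plus 3 SD, cut at about 9.5% in these data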;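 note: enzyme runs in reverse so mevalonate oxidation gives rising NADPH absorbance; 0% = complete reaction with DMSO and 100% = background rate lacking mevalonate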
S1P3 antag – blocks the human S1P3 receptor. Q99500. CHO S1P3 NFAT-BLA reporter, FRET fluorescence, antagonist mode. inhibition, % at 4.98 µM. hit rate 0.27% among 170,000. AID 485;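 active = inhibition above the plate cutoff, the mean inhibition of test wells on that plate plus 3 SD, cut at about 28% in these data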;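 note: cells challenged with S1P at its EC80 of 0.8 µM; blue over green emission ratio from cleaved BLA substrate after 4 h stimulation; 0% = S1P-stimulated wells and 100% = unstimulated DMSO-only wells; some compounds past the cut are filed as inactive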
Target sequence (Q99500 whole entry, looked up): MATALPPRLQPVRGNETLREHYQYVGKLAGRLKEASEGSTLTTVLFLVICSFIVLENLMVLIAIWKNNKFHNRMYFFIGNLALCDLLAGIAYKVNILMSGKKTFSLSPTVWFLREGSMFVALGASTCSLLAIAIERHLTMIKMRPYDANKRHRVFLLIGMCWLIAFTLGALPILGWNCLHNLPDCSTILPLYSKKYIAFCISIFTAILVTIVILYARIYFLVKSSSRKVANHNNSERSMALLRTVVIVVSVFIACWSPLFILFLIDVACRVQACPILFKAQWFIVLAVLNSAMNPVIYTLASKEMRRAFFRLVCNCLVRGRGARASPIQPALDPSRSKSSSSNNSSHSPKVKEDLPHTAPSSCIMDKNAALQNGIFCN
Hsp70 activator – Hsp70 transcriptional activation, primary screen | hit rate 0.04% among 200,000 | HeLa Hsp70 promoter luciferase reporter, luminescence; scaled: vehicle 0, proteasome-inhibitor control 100% | activation, % at 10 µM;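 active = activation above the mean across all tested compounds plus 3 SD, cutoff set per campaign, cut at about 5.5% in these data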;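 note: 100% = MG132 at 30 µM as the positive control and 0% = DMSO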
PMI activator – increases human mannose-6-phosphate isomerase activity. hit rate 0.005% among 190,000. AID 1214. activation factor at 20 µM. P34949. purified human PMI, coupled resazurin fluorescence, 20 min; active compounds read high; 1 = vehicle control, 0 substrate-free wells;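 active = activation factor of 2 or more at 20 µM, relative to plate controls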
L major viab – inhibitors of Leishmania major promastigote growth; AID 1063; hit rate 9% among 200,000; inhibition, % at 10 µM; Leishmania major promastigotes, resazurin fluorescence viability; in the data active = inhibition above about 50%;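 note: promastigotes grown with compound for 44 hours at 28 °C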
Numbers without * were called inactive; nt = not tested or not shown.

SMILES	DTT redox prof	TNAP inh no acc	TNAP inh hi DEA	RAM inhibit	PMI act hi M6P	HMGR II inh	S1P3 antag	Hsp70 activator	PMI activator	L major viab
Cc1c(NC(=O)CN2C(=O)NC3(CCCCC3)C2=O)c(=O)n(-c2ccccc2)n1C	-0.1	-10	3	1.4	1	1	-20	-0.2	1	-1
O=C(Nc1cccc(F)c1)c1ccc(Cn2cc([N+](=O)[O-])cn2)o1	-0.3	-11	-5	0.6	1	-3	6	-0.2	1	12
O=C(NCC1CCCO1)c1ccccc1-c1nc(-c2ccccc2)no1 (stereo unspecified)	-0.1	-11	-3	1.3	1	1	5	-0.2	1	2
CNC(=O)C1C2C=CC3(O2)C1C(=O)N(C1CC1)C3C(=O)NCc1ccc(OC)cc1 (stereo unspecified)	-2.1	-15	-2	-1.0	1	0	nt	0.0	1	-5
Cc1ccc(C)c(Sc2ccc(NC(=O)CCl)cc2)c1	0.7	-3	0	-0.8	0.9	-2	7	0.0	0.8	100*
CC1CCCCN1S(=O)(=O)c1ccc(C(=O)Nc2nnc(-c3cccs3)o2)cc1 (stereo unspecified)	0.0	-18	-4	2.9	1.1	0	9	-0.1	1	100*
Cc1nc2ccccn2c1/C(O)=C1\C(=O)C(=O)N(CCN(C)C)C1c1ccco1 (stereo unspecified)	-0.8	-6	-1	1.4	0.9	-5	8	-0.3	1	-6
N#Cc1c(NC(=O)C2CC(Cl)=CCC2C(=O)O)sc2c1CCCCC2 (stereo unspecified)	-0.3	-8	-6	3.1	0.9	3	-27	-0.2	1	-8
CCN(CC)C(=O)CSc1nc(O)cc(=O)n1C	3.5	-7	0	0.5	0.9	-2	-10	-0.1	0.9	-2
CN(C)c1nc(N2CCN(c3ccccc3)CC2)c(C#N)c(=O)o1	1.5	-14	-6	0.8	0.9	-1	nt	-0.3	0.9	-4
CC(C)OC(=O)c1nnc(-c2ccccc2)nc1OC(C)C	0.3	-4	0	-1.1	0.9	-3	nt	-0.1	0.9	-4
O=C(Nc1ccc(Cl)cc1)C(c1ccccc1)N(CCO)CCO (stereo unspecified)	1.9	-14	-8	1.1	1	-4	nt	0.2	1	-3
O=C(CSc1nnnn1-c1ccccc1Cl)Nc1ccc2c(c1)OCCO2	-0.4	-5	-1	2.6	1	-2	-13	0.1	0.9	16
O=C(NCCC(=O)N1CCN(c2ncccn2)CC1)c1ccccc1Cl	0.2	-10	1	3.0	1	-2	nt	-0.3	1	0
Cc1ccc(-n2nnnc2SCC(=O)Nc2ccccc2-c2ccccc2)cc1C	1.6	-14	-2	5.3	1.1	-10	0	-0.4	0.9	-8
CCC(c1nnc(SCC(=O)N2CC3(C)CC2CC(C)(C)C3)o1)N(C)C (stereo unspecified)	-0.1	-10	-5	2.9	1	-4	-52	-0.2	1	-6
COc1ccccc1N1CSC2=C(C#N)C(c3ccc(SC)cc3)CC(=O)N2C1 (stereo unspecified)	-0.9	-8	-3	1.7	0.9	-6	-36	-0.4	1.3	0
CC(NC(=O)C1CCN(S(=O)(=O)N2CCC3(CC2)OCCO3)CC1)c1ccccc1 (stereo unspecified)	-0.6	-4	4	0.8	1	-1	-16	-0.4	1	-3
NC(=O)Nc1ccc2c(c1)OCCO2	0.1	-6	-6	2.2	1	-4	nt	-0.1	1.1	-5
Cc1cc(C)n2nc(C(=O)NC(c3ccccc3)c3ccccc3)nc2n1	-0.6	-9	-2	6.9	1.1	4	7	-0.2	1.1	6
CCCS(=O)(=O)NCc1ccc2c(c1)cc(C)n2C	-0.2	-8	1	2.9	1	-1	-7	-0.1	1	-6
OC1(c2ccc(Br)cc2)CCNCC1	2.7	-7	-5	-0.1	1	-6	-91	-0.5	1	84*
NS(=O)(=O)c1cccc(NC(=O)CSc2nc3ccccc3c(=O)n2CCCN2CCOCC2)c1	-0.2	2	5	2.0	1	0	-32	-0.1	1	-8
CC1C=CCC2C(=O)N(c3ccccc3OC(=O)c3ccco3)C(=O)C12 (stereo unspecified)	-0.3	-7	-4	2.2	nt	0	-23	-0.2	nt	-5
CSc1cc(-c2ccccc2)[nH]c(=O)c1C#N	-0.7	-9	-2	2.9	1	7	3	-0.1	1	5
COc1cccc(N(CC(=O)NCC2CCCO2)C(=O)CNS(=O)(=O)c2ccccc2)c1 (stereo unspecified)	-0.9	-2	-3	3.6	1.1	-5	-4	-0.3	1.1	-8
COC(=O)c1ccccc1NC(=O)CN1CCN(c2ccccn2)CC1	-0.3	-7	-2	-0.4	nt	-4	7	-0.1	nt	9
CCOC(=O)c1sc(NC(=O)c2ccccc2OC)nc1C	-0.1	-2	-4	0.7	1	-2	nt	-0.6	0.9	-9
CCCCNC(=S)N1CCN(CC)CC1	-0.4	-6	-4	0.5	1.1	-3	10	-0.1	1	-2
CN(C)S(=O)(=O)c1cccc(NC(=S)N/N=C/C(=O)c2ccccc2)c1	-0.4	-30	23	3.2	1.1	0	-5	-0.3	1	3
Cc1ccc(S(=O)(=O)Nc2c3ccccc3nc(=O)n2-c2ccccc2)cc1	0.2	-12	0	4.2	1.1	-6	nt	-0.3	1.1	0
CCN(CC)S(=O)(=O)c1ccc(S(=O)(=O)N2CCCC2C(=O)O)cc1 (stereo unspecified)	0.3	-14	-10	0.0	1.1	-2	nt	0.0	1	-1
CCOC(=O)CSc1nc2ccc(NC(C)=O)cc2s1	0.8	-17	-9	1.5	0.9	-1	-6	-0.3	1	-3
CCOc1ccc2c(c1)s/c(=N\S(=O)(=O)c1ccc(OC)cc1)n2C(F)F	0.1	-6	-2	4.9	0.8	1	nt	-0.2	0.8	7
Cc1nnc(SCc2ccc(CC(=O)O)cc2)o1	-1.4	-14	-7	1.0	1	-4	0	-0.1	1	-5
O=C(Cn1cnc2ccccc21)Nc1ccc(F)c(F)c1	-0.6	-4	3	-0.5	1	-3	19	-0.5	1	15
COC(=O)C1=C(C)NC(=O)/C1=C\c1cc(C)n(-c2ccccc2C)c1C	-0.2	-12	-6	2.1	1.5	2	nt	-0.3	1.3	14
Cc1ccc(Nc2cc(=O)[nH]c(=O)[nH]2)cc1Cl	-0.5	-18	-8	1.3	0.8	-6	-7	0.1	1	0
CCCCSc1nc(O)c(C2OC(=O)c3c2ccc(OC)c3OC)c(=O)n1-c1ccccc1 (stereo unspecified)	0.1	-6	-1	2.1	1.1	-3	nt	-0.3	1	-6
Cc1ccc(S(=O)(=O)CC(=O)Nc2ccc(S(=O)(=O)Nc3onc(C)c3C)cc2)cc1	1.4	-16	-7	1.4	0.9	-3	7	-0.3	1	-1

Part of the list above in order of SMILES length, highest first:
SMILES	DTT redox prof	TNAP inh no acc	TNAP inh hi DEA	RAM inhibit	PMI act hi M6P	HMGR II inh	S1P3 antag	Hsp70 activator	PMI activator	L major viab
CCCCSc1nc(O)c(C2OC(=O)c3c2ccc(OC)c3OC)c(=O)n1-c1ccccc1 (stereo unspecified)	0.1	-6	-1	2.1	1.1	-3	nt	-0.3	1	-6
CCN(CC)S(=O)(=O)c1ccc(S(=O)(=O)N2CCCC2C(=O)O)cc1 (stereo unspecified)	0.3	-14	-10	0.0	1.1	-2	nt	0.0	1	-1
COC(=O)c1ccccc1NC(=O)CN1CCN(c2ccccn2)CC1	-0.3	-7	-2	-0.4	nt	-4	7	-0.1	nt	9

Further structures.
SMILES	DTT redox prof	TNAP inh no acc	TNAP inh hi DEA	RAM inhibit	PMI act hi M6P	HMGR II inh	S1P3 antag	Hsp70 activator	PMI activator	L major viab
COC(=O)c1ccc(Cn2cnc3ccccc3c2=O)cc1	-0.5	-4	-3	3.5	0.9	-4	nt	-0.4	0.9	-7
CCNC(=O)CSc1nnc(-c2ccccc2)n1-c1ccc(OCC)cc1	-0.6	-8	-4	0.7	1	1	nt	-0.2	1	0
CC(=O)Nc1ccccc1OCC(=O)c1ccc2c(c1)OCO2	-1.2	-8	-3	1.6	0.9	-6	nt	0.2	1	-4
S=C(Nc1ccc(Cl)cc1Cl)NC1CCCCC1	-4.4	-2	0	2.3	0.9	-3	nt	-0.5	0.9	8
CCOc1ccc(OCC)c(NS(=O)(=O)c2cccc3nsnc23)c1	-2.2	-8	1	0.3	0.9	3	nt	-0.2	0.9	5
COc1ccc(OC)c(Nc2cc(C)nc3ccccc23)c1	1.5	0	-6	-0.1	0.9	-4	-13	-0.5	0.9	71*
Cc1ccc(N2CC(c3nc4ccccc4n3C)CC2=O)cc1C (stereo unspecified)	-0.7	0	-3	1.7	1	-13	-6	-0.3	0.9	0
CC(NC(=O)CCc1ccccc1)c1cc2c(cc1Cl)OCCO2 (stereo unspecified)	-0.5	-3	-1	2.9	1	-1	-8	-0.3	0.9	7
COc1ccc(-c2ccc(CCC(=O)O)n2CC(=O)Nc2cccc(OC)c2)cc1	-1.4	6	0	6.2	1	-6	1	-0.4	1	5
Cc1cc(Nc2cccc(Cl)n2)n(-c2ccccc2)n1	0.1	7	4	2.0	0.9	1	-3	-0.4	0.8	0
CCn1ccnc1CN1CCCC(CO)(Cc2cccc(OC)c2)C1 (stereo unspecified)	-2.4	4	-1	0.9	0.9	-1	-10	-0.2	0.8	96*
Cc1cc(C)nc(-n2nc(C)cc2NC(=O)CN2CCc3ccccc3C2)n1	-0.4	-5	-3	1.3	1	0	14	-0.3	1.1	54*
Cc1ccsc1/C=C(/C#N)C(=O)NCc1ccccc1	0.4	-12	0	1.9	1.1	0	0	0.1	1	-3
FC(F)(F)c1cccc(N2Cc3ccccc3C2)c1	1.8	-3	0	1.7	1.4	2	13	-0.1	1.1	-5
O=C(c1n[nH]c2ccccc12)N1CCN(S(=O)(=O)c2ccc3ccccc3c2)CC1	-0.7	3	-7	5.0	1.2	1	15	-0.3	1.1	55*
COc1cc2c3c(c1)C1(C(=O)N3C(C)(C)C=C2C)C(C#N)=C(N)Oc2cc(C)oc(=O)c21 (stereo unspecified)	-0.1	-6	0	2.0	0.9	-6	-12	-0.4	0.9	-6
CCOC(=O)C1=C(C)NC(=O)NC1c1ccc2c(c1)OCO2 (stereo unspecified)	0.0	-10	-3	1.6	1.2	-4	nt	-0.2	1	-3
c1cncc(-c2nnc3sc(C4CCCCC4)nn23)c1	-0.2	-4	0	-0.3	0.8	-5	nt	-0.1	0.8	0

One compound at a time, from the list above. Values in the order: DTT redox prof	TNAP inh no acc	TNAP inh hi DEA	RAM inhibit	PMI act hi M6P	HMGR II inh	S1P3 antag	Hsp70 activator	PMI activator	L major viab
Listed for CCn1ccnc1CN1CCCC(CO)(Cc2cccc(OC)c2)C1 (stereo unspecified) : -2.4	4	-1	0.9	0.9	-1	-10	-0.2	0.8	96*
Listed for c1cncc(-c2nnc3sc(C4CCCCC4)nn23)c1 : -0.2	-4	0	-0.3	0.8	-5	nt	-0.1	0.8	0
